RMI FANCM FP – disruptors of RMI1/RMI2 association with MM2 peptide – biochemical, fluorescence polarization, human, primary screen; RMI core complex (RMI1/RMI2) binding to FANCM MM2 peptide, human; RMI core complex with F-MM2 peptide; active compounds read low; FP signal (polarization) at 33 µM; 0.58% of 70,000 active; in the data active means FP signal below about 40; further: inactives centre near 61; strong numbers were not always called active; unit not given here
Numbers without * were called inactive. An excerpt; count on the stated rates, not on these rows.

SMILES | RMI FANCM FP
CNc1ncnc2c1ncn2[C@@H]1O[C@H](CO)[C@@H](O)[C@H]1O | 60
Cc1ccc(N2N=NC3C(=O)N(c4ccc(C)c(Cl)c4)C(=O)C32)cc1F (stereo unspecified) | 61
COc1ccccc1CNC(=O)C(=O)NCC1CCCN1S(=O)(=O)c1ccccc1 (stereo unspecified) | 70
C=CC[n+]1c(Nc2ccccc2)sc(C)c1-c1ccccc1 | 53
CN(C)CCCN(C(=O)CCc1ccccc1)c1nc2c(Cl)cccc2s1 | 91
Cn1c(=O)n(C)c2cc(S(=O)(=O)NCc3ccco3)ccc21 | 59
CC1SC(C)C(=O)N(CC(=O)Nc2ccc(OC(F)(F)F)cc2)C1=O (stereo unspecified) | 56
O=C(CN1C(=O)CNC1=O)Nc1cccc2ccccc12 | 63
Cc1nc2cc(NS(=O)(=O)c3ccc(Cl)c(C(F)(F)F)c3)ccc2s1 | 50
CCn1c(SCC(=O)Nc2cccc(Cl)c2)nc2c(-c3ccccc3)csc2c1=O | 72
O=C(Cc1csc(SCc2ccc(Br)cc2)n1)NC1CCCC1 | 66
CCOC(=O)Cn1c(Cl)c(C=O)sc1=O | 57
O=C(c1ccc(Br)o1)N1CCN=C1SCc1cccnc1 | 79
CC(C)(C)c1ccc(OCCCn2c(=O)oc3ccccc32)cc1 | 58
CC12CS(=O)(=O)CC1SC(N)=N2 (stereo unspecified) | 57
CCOC(=O)c1ccc(-c2ccc(/C=C3/SC(=S)N(C(CCC(=O)O)C(=O)O)C3=O)o2)cc1 (stereo unspecified) | 256
CN(C)S(=O)(=O)c1ccc(N)nc1 | 54
Cc1ccc(OCc2nnc(SCC(=O)Nc3cccc4c3OCO4)n2-c2ccccc2)c2c1CCC2 | 71
CC(C)C(=O)Nc1sccc1C(N)=O | 70
COc1ccc(NS(=O)(=O)c2c(C)cc(C)c(N(C)S(C)(=O)=O)c2C)cc1 | 73
Cc1nc(-n2nc(-c3cccs3)cc2NC(=O)CCC2CCCC2)[nH]c(=O)c1C | 62
O=C(Cn1cnc2c(sc3ncccc32)c1=O)Nc1ccccc1C(F)(F)F | 68
COc1ccccc1C(=O)NCCc1ccc(N2CCCC2)cc1 | 69
O=C(Oc1ccc(-c2csnn2)cc1)c1ccc([N+](=O)[O-])o1 | 55
Cc1cc(N)n(-c2ncnc3sc(C)c(C)c23)n1 | 72
SMILES | RMI FANCM FP
COc1cc(OC)c2ccc(=O)oc2c1 | 55
CCCCN1CCCC1CNC(=O)c1cc(C#N)c2ccccc2c1OC (stereo unspecified) | 72
CCOC(=O)C(C)Sc1nnc(Cn2c(=O)sc3ccccc32)n1-c1cccc(Cl)c1 (stereo unspecified) | 57
CSc1nc(-c2ccccc2)nc(Sc2ccccn2)c1C#N | 59
Cc1ccc(NC(=O)CSc2ccc(Cl)cc2)c(C)c1 | 61
CC(C)CCN1C(=O)CCc2cc(N)ccc21 | 69
O=C(CSc1ccc(NC(=O)c2ccco2)nn1)Nc1ccc2c(c1)OCCO2 | 66
Cc1ncc(CSCC(=O)Nc2cc(C(F)(F)F)ccc2Cl)c(CO)c1O | 57
COc1ccc(CCNC(=O)c2ccc(=O)n(Cc3ccc(F)cc3)n2)cc1OC | 64
O=C(Nc1ccc(C(F)(F)F)cc1)NC1CCN(c2ncc(C(F)(F)F)cc2Cl)CC1 | 52
CCN(CC)C(=O)O/N=C(/N)c1cc(Br)c(OC)c(Br)c1 | 56
CCCCC(=O)Nc1nc2c(s1)COc1ccccc1-2 | 69
CC(C)(CO)NC(=O)C(c1ccccc1)c1ccccc1 | 55
O=C(CCn1cnc2c(cnn2-c2ccc(F)cc2)c1=O)NCc1c(F)cccc1F | 75
COc1ccc(CCNC(=O)CCc2nc3sc4c(c3c(=O)[nH]2)CCC(C(C)(C)C)C4)cc1OC (stereo unspecified) | 69
Clc1ccccc1/C=N\Nc1nc(-c2ccc3c(c2)OCCO3)cs1 | 53
O=c1c2cc(-c3cccs3)nn2ccn1Cc1nc(-c2ccccc2Cl)no1 | 91
C=CCN1C(=O)C(C)(C)COc2cc(NS(=O)(=O)c3ccc(OCCC)cc3)ccc21 | 66
COCc1cc(=O)[nH]c(SCC(=O)c2cc3ccccc3o2)n1 | 54
CCCCOc1ccc(S(=O)(=O)Nc2ccc(C(=O)O)cc2)cc1 | 62
COC(=O)c1sccc1NC(C)=O | 54
C=CCn1c(SCC(=O)NC(=O)Nc2ccccc2)nnc1-c1ccc(Cl)cc1 | 46
COc1cc(-c2ccc(C)cc2)nc2ccc(C(=O)N3CCN(c4ccc(C(C)=O)cc4)CC3)cc12 | 71
O=C(Nc1cccc(-c2ccc3nncn3n2)c1)C(c1ccccc1)c1ccccc1 | 55
O=C1CN(c2nc(-c3ccccc3)c3cc(Br)ccc3n2)c2ccccc2N1 | 62
SMILES | RMI FANCM FP
CCc1ccc(S(=O)(=O)NCCNC(=O)c2ccc(NC(=O)C3CC3)cc2)s1 | 65
Clc1ccc(C(c2ccccc2)N2CCNCC2)cc1 (stereo unspecified) | 68
CN(C)c1c(F)cc(-c2nn[nH]n2)cc1F | 61
Cn1nccc1C(=O)Nc1nc2c(s1)CSc1ccccc1-2 | 74
O=C(CC1NCCNC1=O)OCCc1ccccc1 (stereo unspecified) | 55
CC(C)(C)NC(=O)c1cc2ccccc2oc1=O | 55
CCOC(=O)N1CCN(C(=O)Cn2c(S(C)(=O)=O)nc3ccccc32)CC1 | 54
CCn1cccc(-c2nnc(SCC(=O)Nc3ccc(Cl)c(Cl)c3)n2C)c1=O | 63
Oc1cc(O)c2c(c1)O[C@H](c1cc(O)c(O)c(O)c1)[C@H](O)[C@H]2c1c(O)cc(O)c2c1O[C@H](c1cc(O)c(O)c(O)c1)[C@H](O)[C@H]2c1c(O)cc(O)c2c1O[C@H](c1cc(O)c(O)c(O)c1)[C@H](O)C2 | -7*
O=C(Cn1c(-c2ccccn2)nc2ccccc21)NCc1ccc2c(c1)OCO2 | 58
COc1ccc(-c2nnc(NC(=O)/C=C/c3cccs3)o2)cc1 | 68
Cc1ccc(NC(=O)CN2CCC(C(=O)N3CCN(c4ccc(F)cc4)CC3)CC2)cc1 | 57
O=C(c1ccccc1F)N1CCN(Cc2nc(-c3ccc(F)cc3)cs2)CC1 | 63
CNC(=O)NC1CCS(=O)(=O)C1 (stereo unspecified) | 52
Cc1cc(C=C(C#N)C#N)c(C)n1-c1ccc(C(F)(F)F)cc1 | 61
CCCCCOc1ccc(C(=O)Nc2nc3ccc(S(N)(=O)=O)cc3s2)cc1 | 62
Cc1ccc(OS(=O)(=O)c2cc(Br)c(Br)s2)c([N+](=O)[O-])n1 | 56
CCOC(=O)c1cc(=O)c2ccc(OCC(=O)Nc3cccc(C#N)c3)cc2o1 | 53
CCS(=O)(=O)c1ccc(CC(=O)Nc2nc(-c3ccccc3)c(C(C)=O)s2)cc1 | 50
COc1c(Cl)ccc(Cl)c1C(=O)O | 53
O=c1cc(-c2ccccc2)[nH]c(=S)[nH]1 | 69
Cn1c(=O)c(C(=O)Nc2ccccc2C(N)=O)cc2cccnc21 | 60
O=C(/C=C/c1cccs1)Nc1nc2c(F)cc(F)cc2s1 | 62
CS(=O)(=O)c1ccc(Nc2nc(C(=O)Nc3ccccc3C(N)=O)cs2)cc1 | 69
O=C(COc1ccc2ccccc2c1)NCCOc1ccc2c(c1)OCO2 | 67
SMILES | RMI FANCM FP
COc1ccc2sc(N(Cc3ccccn3)C(=O)c3cccc(C(F)(F)F)c3)nc2c1 | 55
O=C1NCCOc2ccc(NS(=O)(=O)c3ccccc3Cl)cc21 | 67
Cc1ccccc1C(=O)NNC(=O)c1ccc(=O)n(Cc2ccccc2)c1 | 62
CC1(C)CC(=O)C2=C(C1)OC1=C(C(=O)CC(C)(C)C1)C2c1ccccc1OCc1ccc(Cl)cc1Cl | 54
CCCCCCCC1CC/C(=C/c2ccc(C#N)cc2)C1=O (stereo unspecified) | 54
CC1(C)C(=O)C=C[C@@]2(C)C1CC(=O)[C@]1(C)C2CC[C@@]2(C)[C@H](c3ccoc3)OC(=O)[C@H]3O[C@]321 (stereo partly specified) | 61
COc1coc(C(=O)NC(C)CCc2ccccc2)cc1=O (stereo unspecified) | 63
Cc1ccc(NC(=O)C(=O)NCC(c2ccsc2)N2CCOCC2)cc1F (stereo unspecified) | 59
CCNC(=O)C1Cc2ccccc2N1C(=O)c1cc(Cl)ccc1OC (stereo unspecified) | 52
Cc1cccc2sc(NC(=O)c3cc([N+](=O)[O-])ccc3Cl)nc12 | 49
O=C(O)CSCC(=O)Nc1cccc2c1CCCC2 | 59
Cc1nc(-n2nc(-c3ccco3)cc2NC(=O)c2ccc([N+](=O)[O-])o2)[nH]c(=O)c1C | 43
O[C@@]1(c2ccccc2)C2C3CC4C5C3C1C5C(F)(F)C42 (stereo partly specified) | 54
CC(C)S(=O)(=O)c1cnc(N2CCCCC2)nc1N | 54
COc1cccc(-c2cc3c(c(N)c2C#N)c(=O)oc2ccccc23)c1 | 56
CCCCC(=O)Nc1ccc(S(=O)(=O)N2CCCCC2c2cccnc2)cc1 (stereo unspecified) | 61
COC(=O)c1sc2ccccc2c1NC(=O)c1ccc(Br)s1 | 85
CC(=O)Nc1ccc(S(=O)(=O)Oc2ccccc2N2CCCCC2)cc1Cl | 87
CN1CCCc2cc(C(CNC(=O)C(=O)Nc3ccc4c(c3)OCO4)N(C)C)ccc21 (stereo unspecified) | 62
Cc1cc(C)cc(NC(=O)CSc2nc(N)c(NC(=O)c3ccco3)c(=O)[nH]2)c1 | 57
COc1cc(/C=C\C(=O)Nc2nc3c(s2)CCc2ccccc2-3)cc(OC)c1OC | 77
Cc1ccc(-n2c(C)nc3ccc(NC(=O)Cc4cccs4)cc3c2=O)cc1 | 63
O=c1c2sccc2nc(SCc2nc(-c3ccc(Cl)cc3)no2)n1C1CC1 | 71
Cc1cc(C)c(S(=O)(=O)N2CCOCC2)cc1C | 58
CCCCc1nc(SCC(=O)NC)c2c(=O)n(C)c(=O)n(C)c2n1 | 74

Arranged by molecular weight (ascending): part of the list above.
SMILES | RMI FANCM FP
O[C@@]1(c2ccccc2)C2C3CC4C5C3C1C5C(F)(F)C42 (stereo partly specified) | 54
CC(C)S(=O)(=O)c1cnc(N2CCCCC2)nc1N | 54
CCCCCCCC1CC/C(=C/c2ccc(C#N)cc2)C1=O (stereo unspecified) | 54
COc1coc(C(=O)NC(C)CCc2ccccc2)cc1=O (stereo unspecified) | 63
COc1cccc(-c2cc3c(c(N)c2C#N)c(=O)oc2ccccc23)c1 | 56
CCCCc1nc(SCC(=O)NC)c2c(=O)n(C)c(=O)n(C)c2n1 | 74
O=C1NCCOc2ccc(NS(=O)(=O)c3ccccc3Cl)cc21 | 67

New compounds follow.
SMILES | RMI FANCM FP
Cc1ccc([N+](=O)[O-])cc1S(=O)(=O)NC1CC(C)(C)NC(C)(C)C1 | 68
CSC(N)=NCCC[C@H](N)C(=O)O | 49
O=C(CN1CCC(c2nc3ccccc3[nH]2)CC1)Nc1cccc([N+](=O)[O-])c1 | 52
Cc1csc(Cn2nc(CC(=O)N/N=C\c3ccccc3)c3ccccc3c2=O)n1 | 54
COc1cccc(OCC(O)CN2CCC(CN3C(=O)c4cccc5cccc(c45)C3=O)CC2)c1 (stereo unspecified) | 67
O=C(Nc1ccc2ncsc2c1)C(c1ccccc1)c1ccccc1 | 73
CSc1sc(C(=O)N/N=C\c2c(Cl)cccc2Cl)cc1S(=O)(=O)C(C)C | 58
CCOC(=O)Cc1nn(Cc2nc(-c3cc(C(C)(C)C)c(O)c(C(C)(C)C)c3)cs2)c(=O)c2ccccc12 | 80
CCOC(=O)c1c(-c2ccc(Cl)cc2)csc1NC1=NS(=O)(=O)c2ccccc21 | 60
O=C(ON(Cc1c(F)cccc1Cl)Cc1c(F)cccc1Cl)C1CC1 | 64
O=C(Nc1nc2ccc(F)cc2s1)C1CCCN(S(=O)(=O)c2ccc(Cl)s2)C1 (stereo unspecified) | 64
CC(=O)c1cccc(NC(=O)CSc2nnc3ccc4ccccc4n23)c1 | 70
CCc1ccc(S(=O)(=O)N2CCN(c3ccc4nncn4n3)CC2)s1 | 70
COCCN1CCC(C(N)=O)CC1 | 69
Cc1nnc2sc(SCC(=O)c3ccccc3)nn2c1=O | 58
COc1ccc(-n2c(N)c(C(=O)NCc3ccc4c(c3)OCO4)sc2=S)c(OC)c1 | 65
CCn1nc(C(=O)N(CC2CCCO2)c2nc3c(C)c(Cl)ccc3s2)cc1C (stereo unspecified) | 67
COc1cc(C(=O)Nc2nnc(-c3cccs3)o2)cc(OC)c1OC | 63
CCOC(=O)c1cc(C2CC2)nc2ccccc12 | 63
CCOC(=O)c1c(NC(=O)c2cc(-c3ccc(OCC)cc3)on2)sc2c1CCCC2 | 65
Cn1nnnc1SCC(=O)NC1Cc2ccccc2C1 | 44
CCOc1ccc(CC(=O)Nc2nc(-c3ccccc3)c(C(C)=O)s2)cc1 | 66
COc1ccc(CCNC(=O)Cn2ncn3nc(-c4ccccc4)cc3c2=O)cc1OC | 83
N#C/C(C(=O)NCc1ccccc1)=C1/N=C(NC(=O)c2cccnc2)c2ccccc21 | 89
O=C(Cn1nc(C2CC2)c2cnn(-c3ccc(F)cc3)c2c1=O)Nc1ccc(Cl)cc1 | 73

Grouped by structure, those above with a nitro group on carbon (six)
SMILES | RMI FANCM FP
O=C(Oc1ccc(-c2csnn2)cc1)c1ccc([N+](=O)[O-])o1 | 55
Cc1ccc(OS(=O)(=O)c2cc(Br)c(Br)s2)c([N+](=O)[O-])n1 | 56
Cc1cccc2sc(NC(=O)c3cc([N+](=O)[O-])ccc3Cl)nc12 | 49
Cc1nc(-n2nc(-c3ccco3)cc2NC(=O)c2ccc([N+](=O)[O-])o2)[nH]c(=O)c1C | 43
Cc1ccc([N+](=O)[O-])cc1S(=O)(=O)NC1CC(C)(C)NC(C)(C)C1 | 68
O=C(CN1CCC(c2nc3ccccc3[nH]2)CC1)Nc1cccc([N+](=O)[O-])c1 | 52
